# From PubChem
# UGM FP inh = blocks M. tuberculosis UGM enzyme; 320,000 compounds, 0.06% hits; inhibition, % at 10 µM; AID 504406; P9WIQ1; purified UGM, fluorescence polarization probe displacement; in the data active = inhibition above about 10%, passing the limit was not always enough; inconclusive = no clear call, values can overlap the other calls
# Target sequence (P9WIQ1 whole entry, looked up): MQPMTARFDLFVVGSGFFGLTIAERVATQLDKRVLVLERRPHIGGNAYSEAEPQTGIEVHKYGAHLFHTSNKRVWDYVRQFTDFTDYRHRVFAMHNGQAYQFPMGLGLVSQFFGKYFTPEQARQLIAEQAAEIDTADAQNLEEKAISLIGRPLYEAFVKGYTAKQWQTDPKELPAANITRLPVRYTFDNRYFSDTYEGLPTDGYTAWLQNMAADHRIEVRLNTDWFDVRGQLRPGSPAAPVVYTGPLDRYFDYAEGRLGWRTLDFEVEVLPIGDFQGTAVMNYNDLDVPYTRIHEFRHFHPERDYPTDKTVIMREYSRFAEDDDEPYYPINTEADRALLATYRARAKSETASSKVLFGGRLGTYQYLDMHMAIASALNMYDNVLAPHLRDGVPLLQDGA
# FadD28 binding = M. tuberculosis FadD28 bisubstrate binding inhibition; AID 588549; FadD28 bisubstrate probe binding, fluorescence polarization; 360,000 compounds, 0.22% hits; inhibition, % at 12.5 µM; in the data active = inhibition above about 8.5%, passing the limit was not always enough; inconclusive = no clear call, values can overlap the other calls
# PfHsp40 rescue = compounds rescuing yeast from Plasmodium falciparum HSP40 toxicity; S. cerevisiae expressing PfHsp40, growth rescue, ATP luminescence; AID 504582; growth rescue, % at 12.5 µM; 340,000 compounds, 0.68% hits; in the data active = growth rescue above about 28%, passing the limit was not always enough; inconclusive = no clear call, values can overlap the other calls;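 note: yeast W303a lacking pdr1 and pdr3 grown in galactose medium; growth measured after three days at 30 °C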
# Anthrax LF inh2 = inhibitors of Bacillus anthracis lethal factor protease; P15917; inhibition, % at 10 µM; multiplex microsphere protease cleavage assay, LF; 360,000 compounds, 0.12% hits; note: plate controls were buffer without enzyme for full effect and enzyme alone for no effect
# BoNT-F LC inh = inhibitors of Botulinum neurotoxin F light chain protease; inhibition, % at 10 µM; 360,000 compounds, 0.22% hits; Multiplex microsphere protease cleavage assay, flow cytometry; in the data active = inhibition above about 35%, passing the limit was not always enough; inconclusive = no clear call, values can overlap the other calls; note: plate controls were buffer without enzyme for full effect and enzyme alone for no effect
# BoNT-A LC inh2 = BoNT A light chain protease inhibition; multiplex microsphere protease substrate cleavage, flow cytometry; 360,000 compounds, 0.17% hits; inhibition, % at 10 µM; note: plate controls were buffer without enzyme for full effect and enzyme alone for no effect
# GDH-TPI counter = GDH-TPI coupled enzyme inhibition counter-screen. inhibition, % at 4.8 µM. 360,000 compounds, 1.2% hits. GDH-TPI coupled enzyme counterscreen, NADH absorbance; in the data active = inhibition above about 30%;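 note: 0% = DMSO wells and 100% = wells lacking the enzyme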
# BioA inh = blocks M. tuberculosis BioA enzyme activity. purified M. tuberculosis BioA enzyme, plate reader. inhibition, % at 9.99 µM. 360,000 compounds, 0.096% hits; in the data active = inhibition above about 40%; inconclusive = no clear call, values can overlap the other calls
# Mtb FBA inh = inhibits M. tuberculosis FBA enzyme; 360,000 compounds, 2.3% hits; AID 588726; purified M. tuberculosis FBA, fluorescence read-out; inhibition, % at 1 µM; P9WQA3; in the data active = inhibition above about 27%;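 note: 0% = vehicle and 100% = reference inhibitor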
# Target sequence (P9WQA3 whole entry, looked up): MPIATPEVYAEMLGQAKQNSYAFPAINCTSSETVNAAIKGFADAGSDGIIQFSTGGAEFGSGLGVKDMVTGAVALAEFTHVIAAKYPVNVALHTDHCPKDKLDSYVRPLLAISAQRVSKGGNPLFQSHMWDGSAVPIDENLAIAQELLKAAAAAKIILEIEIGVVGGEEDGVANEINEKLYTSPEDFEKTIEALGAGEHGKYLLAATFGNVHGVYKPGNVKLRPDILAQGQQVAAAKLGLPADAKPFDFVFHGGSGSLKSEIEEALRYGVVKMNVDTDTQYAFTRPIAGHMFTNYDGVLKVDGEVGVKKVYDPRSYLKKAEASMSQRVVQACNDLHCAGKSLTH
# * marks the source's active call; other numbers are inactive results; ? = inconclusive; nt = not tested or not shown. Cut-off read from the data, not from the text of the source, unless noted: active = inhibition above about 30%; inconclusive = no clear call, values can overlap the other calls; inactive = below that.
SMILES,UGM FP inh,FadD28 binding,PfHsp40 rescue,Anthrax LF inh2,BoNT-F LC inh,BoNT-A LC inh2,GDH-TPI counter,BioA inh,Mtb FBA inh
Cc1cc(=O)c2cc(Br)ccc2n1CC(=O)NCc1ccccc1,0.0,0.0,0.4,3,6,-0.1,-3,nt,1
COC(=O)C1=CN(c2cc(C)cc(C)c2)C=C(C(=O)OC)C1c1ccc(OC)c(O)c1,2.1,nt,-1.4,4,-8,0.5,8,-0.8,5
Cc1c(P(=S)(c2ccccc2)c2ccccc2)[n+]2ccccc2n1CCc1ccccc1,nt,0.1,nt,-9,1,-0.4,8,3.9,-1
COc1cccc(CNS(=O)(=O)c2csc(C(N)=O)c2)c1,0.1,-3.2,-0.5,2,1,0.8,-8,-0.2,-5
COC(CN(C(=O)CCl)C(C(=O)NC1CCCCC1)c1ccc(C)cc1)OC (configuration not stated),0.1,-3.9,0.2,-4,-13,-0.3,1,1.2,1
O=C(/C=C/c1ccc2c(c1)OCO2)NCCSCc1cccc(Cl)c1,-1.2,-2.6,11,-4,-1,-0.3,13,-1.0,4
CNc1nc(N)nc(-c2cc(Cl)ccc2OC)n1,0.0,-2.5,-1.2,-4,-8,0.0,-3,-1.5,0
CCCCC(=O)N/N=C/c1c(O)n(-c2cccc3ccccc23)c(=O)[nH]c1=O,0.9,-2.1,-0.9,-7,-10,-0.7,7,nt,-1
CCN(CC)S(=O)(=O)c1cccc(C(=O)NC(C(=O)Nc2nnc(C)s2)C(C)C)c1 (configuration not stated),-0.9,-1.4,2.2,3,1,2.7,4,3.7,2
O=[N+]([O-])c1cccnc1N1CCN(c2ccccc2F)CC1,-1.3,-2.1,11,-1,-3,-0.2,2,nt,0
N=C(N1CCCc2ccccc21)N1CCCc2ccccc21,nt,-2.6,0.4,-7,-2,-0.9,5,7.5,0
CCN(Cc1ccc(Cl)s1)C(=O)c1cccc(OCc2c(C)noc2C)c1,-1.1,-5.0,0.4,5,3,3.0,-7,1.7,0
COc1ccc(OC)c2c(N)c(C#N)c(C(F)(F)C(F)(F)F)nc12,0.4,0.3,-0.6,-7,-9,0.3,3,-2.7,5
CCN(CC)C(=O)C1=C(C)N(Cc2ccc(C(C)(C)C)cc2)C(=O)C(CC(=O)NCc2cccs2)C1 (configuration not stated),nt,-0.3,nt,-4,-2,-0.5,3,-0.6,4
O=[N+]([O-])c1ccc(N/N=C/c2cccc(O)c2O)c(S(=O)(=O)N2CCOCC2)c1,-0.6,0.6,0.4,-7,-6,-0.3,21,nt,-5
C=CCCC(=O)Nc1ccc(Br)cn1,0.6,0.2,-0.6,0,-2,-1.6,-1,nt,0
CCC(C)N(C(=O)COC(=O)c1ccc(N)c([N+](=O)[O-])c1)C1CCS(=O)(=O)C1 (configuration not stated),nt,-3.1,nt,-2,0,0.1,1,0.4,-1
COc1cccc(CN2CCN(C(=O)c3ccc(-c4ccccc4)cc3)CC2)c1OC,2.1,-2.7,-0.5,-2,-8,-1.3,1,nt,0
CC(C)(C)c1cc(NC(=O)CSc2nncs2)n(-c2ccccc2)n1,0.1,-3.9,-0.5,0,2,0.2,-7,nt,-1
COc1ccccc1OCC(=O)Nc1ccc(S(=O)(=O)N2CCCCCC2)cc1,0.5,-0.6,0.2,3,-8,-0.3,6,-0.6,0
Cc1ccc(N2C(=O)c3ccc(C(=O)N4CCN(Cc5ccccc5)CC4)cc3C2=O)cc1,-1.4,-2.5,-0.3,-5,1,0.8,1,-1.0,-1
CC(C)NC(=O)C1Cc2c(-c3ccc(Cl)cc3)ccnc2O1 (configuration not stated),nt,-1.4,nt,3,-5,0.3,1,4.0,0
COc1cc(CN2CCN(C(=O)c3cccc4ccccc34)CC2)cc(OC)c1OC,0.2,-3.5,-1.3,-15,?,2.2,-11,3.0,-6
C=CCn1c(=O)/c(=C/c2ccc(F)cc2)s/c1=C(\C#N)c1nnc2n1CCCCC2,1.0,-0.5,0.9,4,3,1.9,24,-1.2,-4
O=C(c1ccccc1F)N1CCN=C1SCc1cccnc1,2.9,-1.0,-1.2,-12,1,0.3,-1,1.3,2

# Additional compounds.
SMILES,UGM FP inh,FadD28 binding,PfHsp40 rescue,Anthrax LF inh2,BoNT-F LC inh,BoNT-A LC inh2,GDH-TPI counter,BioA inh,Mtb FBA inh
CCC(CC)NC1CCCCC1OC (configuration not stated),1.9,-2.2,-0.6,0,0,0.7,-4,1.9,-1
COc1ccc(N2CCN(C(=O)C(=O)c3cn(CC(=O)N4CCOCC4)c4ccccc34)CC2)cc1,3.6,-2.3,-0.6,-3,-5,-0.3,6,-2.4,3
CCN(CCO)c1cc(Cl)nc(SC)n1,0.5,-3.2,-1.4,-2,-7,-4.4,13,0.2,-1
Cc1c(-c2ccccc2)nc(N)c(C#N)c1-c1cccnc1,-3.5,0.5,-1.4,3,-2,0.0,13,nt,4
C=C(C)CNC(=S)N/N=C(\C)c1cccc(NC(C)=O)c1,nt,-2.4,-0.7,-2,6,0.3,7,nt,2
Cc1[nH]c2ccccc2c1/C=N/NC(=O)c1cccs1,-0.4,-1.9,-0.5,-4,-46,20,16,nt,-3
COc1cccc(Oc2ccc(C(F)(F)F)cc2NC(=O)c2cccc(F)c2)c1,-4.0,-0.4,-1.0,-2,-13,-0.5,3,nt,-2
O=C(NCc1ccccn1)c1ccccc1Cl,-2.4,-3.8,-0.6,-3,0,?,6,-0.8,-1
CC1=CC(=O)N(c2ccc(C)cc2)C1c1ccc(Cl)cc1 (configuration not stated),1.3,-2.8,0.7,0,0,-0.7,5,2.8,-1
C=CCn1c(CCCNC(=O)c2ccccc2OC)nc2ccccc21,2.6,-2.9,-1.4,-1,0,-1.3,1,nt,2
CN(CC(=O)Nc1ccccc1Cl)C(=O)COC(=O)/C=C/c1cccs1,nt,-3.0,0.2,0,-4,-2.0,9,1.1,-6
CCN(CC)CCCN1C=C2C(=O)C(C)(OC(=O)CCC(=O)OC)C(=O)C(Br)=C2C=C1c1ccc(OC)cc1 (configuration not stated),-0.4,2.9,-1.1,-23,-67,3.1,16,-1.3,4
O=C(CCCc1ccccc1)Nc1ccc2c(c1)OCCO2,-0.3,0.8,-0.3,5,7,1.9,4,nt,6
Cc1ccc([N+](=O)[O-])cc1-c1ccc(/C=C(\C#N)c2[nH]nc(N)c2C#N)o1,0.1,9.4*,0.0,0,10,4.3,12,-2.3,-4
C#Cc1ccc([C@@H]2C=C(C(=O)N3CCOCC3)O[C@H](OCC)[C@H]2CCCO)cc1,-1.5,-2.7,-0.1,-4,-2,-0.5,4,-1.2,1
COc1ccc(/C=N/Nc2nc(C)nc(N)n2)cc1,2.6,-3.7,-0.7,-9,10,-2.7,19,1.7,1
COCCNC(=O)C1(C)CCCN(C(=O)c2ccccc2)C1 (configuration not stated),nt,-3.4,nt,-8,-9,0.0,7,-1.1,-1
CCCN1CCc2c(sc(NC(=O)c3ccc(S(=O)(=O)N4CCCC4)cc3)c2C(N)=O)C1,-3.7,0.4,1.9,2,13,0.2,10,-4.4,0
O=C(NC(NC(=S)Nc1ccc(Cl)c(Cl)c1)C(Cl)(Cl)Cl)c1ccco1 (configuration not stated),-0.1,-1.8,1.4,-4,2,-0.1,-5,-1.0,-3
O=C(Nc1cccn(Cc2c(Cl)cccc2Cl)c1=O)c1ccc(Cl)cc1,2.6,-1.0,-0.1,-14,2,0.3,4,-0.5,0
CCOc1ccc(CC2CCC(=O)NC2=O)cc1 (configuration not stated),-4.7,-1.3,8.9,-2,-3,-0.4,2,-1.0,-4
CCCC[C@@H]1C=C(C(=O)O)[C@H](c2ccc3c(c2)OCO3)N1S(=O)(=O)c1ccc(C)cc1,0.0,-2.4,0.5,0,-4,0.3,8,1.6,3
CC1CCN(c2nc3ccccc3nc2C(C#N)C(=O)OC2CCCCC2)CC1 (configuration not stated),0.5,-3.4,-0.7,7,16,9.6,2,-0.6,1
CN(C)S(=O)(=O)Nc1ccc(C(=O)O)cc1,0.5,-1.8,0.6,-1,3,2.3,-10,nt,2
CCOC(=O)c1ccc(NC(=O)CSc2ccc(-c3cccnc3)nn2)cc1,-0.8,-3.1,-0.2,0,-4,0.2,-5,1.5,1

# Limited to Mtb FBA inh, for some of the entries so far:
compound	Mtb FBA inh
CCCC[C@@H]1C=C(C(=O)O)[C@H](c2ccc3c(c2)OCO3)N1S(=O)(=O)c1ccc(C)cc1	3
CC1CCN(c2nc3ccccc3nc2C(C#N)C(=O)OC2CCCCC2)CC1 (configuration not stated)	1
CN(C)S(=O)(=O)Nc1ccc(C(=O)O)cc1	2
CCOC(=O)c1ccc(NC(=O)CSc2ccc(-c3cccnc3)nn2)cc1	1

# Continued.
SMILES,UGM FP inh,FadD28 binding,PfHsp40 rescue,Anthrax LF inh2,BoNT-F LC inh,BoNT-A LC inh2,GDH-TPI counter,BioA inh,Mtb FBA inh
O=C(c1ccc(-n2cncn2)c2ccoc12)N1CCOCC1,nt,-4.0,nt,-7,5,-0.2,-3,-0.8,-4
CCCS(=O)(=O)N1CCN(C(=O)c2cccc(OC)c2)CC1,0.7,-1.9,0.6,0,16,-1.4,-7,-1.8,0
CC(C#N)(CCc1ccccn1)CCc1ccccn1,nt,-0.7,-0.1,0,4,0.4,0,-0.8,-2
CCCCn1c(N)c(N(CC(C)C)C(=O)c2cc(-c3ccc(F)cc3)nc3ccccc23)c(=O)[nH]c1=O,nt,-1.7,0.4,-1,14,0.9,14,-2.2,-2
CCOc1ccccc1-n1c(SCC(=O)NC2CCCC2)nnc1-c1ccoc1C,0.5,-3.9,0.4,0,4,0.1,-7,-1.1,-4
COCC1CCN(C(=O)C2CCC(=O)N(CCc3ccc(Cl)cc3)C2)CC1 (configuration not stated),-1.4,1.0,0.3,1,0,1.5,-4,-1.4,0
O=C(Nc1ccccc1C(F)(F)F)N1CCCC1c1cccnc1 (configuration not stated),-1.0,-2.4,13,-16,?,?,6,nt,0
CC(=O)Nc1ccc(S(=O)(=O)NC2CCS(=O)(=O)C2)cc1Cl (configuration not stated),1.4,-2.4,-0.1,-2,8,0.4,-6,nt,2
Cc1noc(/C=C/N(C)C)c1S(=O)(=O)N1CCC(C(=O)NC(C)(C)C)CC1,-1.1,0.1,-0.1,-3,4,1.6,41*,0.1,-3
CCCCCCCC1CC(CSC(=N)N)OC1=O (configuration not stated),1.0,-14,-0.1,-1,0,-0.4,1,0.9,1
Cc1ccc(S(=O)(=O)N(C)C)cc1NC(=O)C1CCCN(C(=O)c2ccc(Cl)cc2)C1 (configuration not stated),-0.5,-0.5,0.2,-2,-9,-2.6,-4,nt,1
CCCCn1c(-c2ccc(Cl)cc2)nc2c(=O)n(C)c(=O)[nH]c21,nt,0.0,1.0,0,-3,-0.4,0,-0.6,17
CN1OC[C@@H]2CN(S(=O)(=O)c3ccccc3)[C@H](c3cccc(Br)c3)C[C@@H]21,nt,-4.0,-0.6,3,-3,0.2,4,-1.2,3
CCCCOc1cc(C)nc(NCc2ccccc2)n1,-1.5,0.0,-1.8,-2,-11,0.4,-3,5.3,-1
COC1CCCN(C(=O)c2ccc(OC3CCN(CCc4ccccc4)CC3)cc2)C1 (configuration not stated),1.5,0.8,3.9,2,-5,-0.4,2,nt,1
CCOc1ccccc1OCCCC(=O)N1CCN(S(=O)(=O)c2cc(F)ccc2F)CC1,nt,2.8,3.2,4,-2,0.0,-9,0.5,0
Nc1ccc(Nc2nc(-c3ccncc3)cs2)cc1,1.4,-1.5,0.5,-14,-26,-0.1,10,-0.8,-1
Clc1ccccc1/C=C/c1nc(-c2cccnc2)no1,-0.1,2.0,2.1,8,-4,-0.1,-1,-2.0,0
CC(=O)NC(Cc1c[nH]c2ccccc12)C(=O)OCC(=O)Nc1cc(C)on1 (configuration not stated),-1.4,-1.2,0.8,0,32,0.2,3,nt,-3
O=C(Cn1ncc2c3ccccc3n(Cc3cccc(Cl)c3)c2c1=O)NCc1ccccn1,-0.2,-2.8,-0.2,0,3,0.1,-6,-3.9,4
COc1ccc(NS(=O)(=O)c2ccc3oc(=S)[nH]c3c2)cc1,-0.1,0.4,-0.3,nt,nt,nt,-1,nt,2

# Rows are unselected; overall some 4.7% were active at least once.
